S100A4 MyoIIA: S100A4-myosin IIA interaction inhibition. S100A4/TAMRA-MyoIIA peptide fluorescence polarization. AID 652163. 360,000 tested, 0.14% active. inhibition, % at 10.7 µM. P26447;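 active = mean inhibition of at least 70% across replicates, with every replicate also reaching that level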
Target sequence (P26447 whole entry, looked up): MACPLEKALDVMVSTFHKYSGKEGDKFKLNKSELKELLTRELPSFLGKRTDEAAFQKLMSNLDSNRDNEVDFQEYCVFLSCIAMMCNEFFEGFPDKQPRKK
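Test system: S100A4 monomer protein; Medium: HEPES pH 7.2 with CaCl2, KCl, NaCl, DTT, Triton; Probe or stimulus: TAMRA-labelled myosin IIA heavy-chain peptide probe, 5 nM; Doses: one dose per compound; Times: polarization read 5 min after assay mix addition, stable 5–60 min; Benchmarks: neutral control DMSO, positive control TFP.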
PGC1a acetyl inh: PGC1a acetylation modulation, inhibitor mode; U2OS PGC1a acetylation, AlphaScreen anti-acetyl-lysine; with virally co-expressed GCN5 acetyltransferase; inhibition, % at 15.6 µM; 350,000 tested, 0.17% active; AID 651687;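 active = every replicate shows inhibition of at least 40%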;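 also: 0% = neutral control wells and 100% = positive control wells; some results beyond the cut were filed as inactive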
ERAP1 HTS inh: blocks human ERAP1 aminopeptidase activity. recombinant ERAP1, Leu-AMC fluorescence, 60 min. AID 652197. inhibition, % at 10.7 µM. 340,000 tested, 0.15% active;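 active = mean replicate inhibition of at least 30%, or all replicates individually reaching that 30% level; inactive = mean below 30% and not every replicate reaching it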;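 also: 0% = neutral control wells and 100% = L-leucinethiol positive control wells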
Target sequence (Q9NZ08 whole entry, looked up): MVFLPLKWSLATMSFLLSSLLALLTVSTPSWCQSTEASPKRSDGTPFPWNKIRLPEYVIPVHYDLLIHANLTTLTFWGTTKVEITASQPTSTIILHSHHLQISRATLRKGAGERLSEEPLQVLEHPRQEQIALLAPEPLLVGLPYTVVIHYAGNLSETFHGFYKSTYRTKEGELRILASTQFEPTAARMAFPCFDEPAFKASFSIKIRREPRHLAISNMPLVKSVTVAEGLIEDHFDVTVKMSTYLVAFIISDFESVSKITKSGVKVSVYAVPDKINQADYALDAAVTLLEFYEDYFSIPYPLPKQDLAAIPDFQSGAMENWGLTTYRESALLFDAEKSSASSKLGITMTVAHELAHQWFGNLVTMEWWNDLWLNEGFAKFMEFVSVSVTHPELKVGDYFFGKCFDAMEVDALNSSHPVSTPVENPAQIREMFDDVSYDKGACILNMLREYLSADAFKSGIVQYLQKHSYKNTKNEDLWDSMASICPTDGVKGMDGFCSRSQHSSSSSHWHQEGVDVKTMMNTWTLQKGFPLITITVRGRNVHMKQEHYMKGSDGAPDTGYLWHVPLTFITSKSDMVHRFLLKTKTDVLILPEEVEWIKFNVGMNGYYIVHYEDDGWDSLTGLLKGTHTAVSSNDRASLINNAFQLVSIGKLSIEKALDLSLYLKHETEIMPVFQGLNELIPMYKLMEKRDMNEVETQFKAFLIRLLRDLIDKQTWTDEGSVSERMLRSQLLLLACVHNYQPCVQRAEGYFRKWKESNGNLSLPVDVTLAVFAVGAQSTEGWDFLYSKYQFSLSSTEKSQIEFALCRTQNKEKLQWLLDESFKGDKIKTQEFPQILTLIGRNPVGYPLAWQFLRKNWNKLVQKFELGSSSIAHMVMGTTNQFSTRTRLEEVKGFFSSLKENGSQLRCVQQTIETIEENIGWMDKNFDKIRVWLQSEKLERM
LGR2 antag: Drosophila LGR2 receptor signaling inhibition; HEK293 LGR2, CRE-luciferase, bursicon-stimulated, 4 h; inhibition, % at 9.99 µM; 380,000 tested, 0.35% active; AID 720647;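 active = drop in luminescence signal, shown as inhibition above about 50% in the replicate tests, limit read from the data, passing the limit was not always enough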;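 also: agonist challenge used bursicon conditioned medium at about half maximal strength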
FN deposit inh: fibronectin deposition inhibition; AH1F fibroblasts, Alexa488-fibronectin deposition fluorescence, overnight; inhibition, % at 12.6 µM; 350,000 tested, 0.086% active; AID 743247;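 active = mean inhibition across replicates of 30% or more, regardless of how many single replicates reach that level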;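 also: positive control wells lacked labelled fibronectin entirely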
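Measured by – fluorescence 485/525 nm · System – AH1F fibroblast monolayer, labelled fibronectin deposition · Amount – 10000 cells per well · Buffer or medium – serum-reduced DMEM (2% serum) · Doses – single dose, pinned · Also added – fluorescent fibronectin at 24 nM final · Schedule – 1 h cell attachment, overnight exposure to compound and label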
PAX8 inh HTS: PAX8 transcriptional activity inhibition | RMG-I TPO-luciferase reporter, SteadyGlo, 24 h | AID 652154 | inhibition, % at 12.6 µM | 360,000 tested, 1.2% active;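 active = mean replicate inhibition at least 60% with every replicate also reaching 60%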;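 also: luciferase light reporting Pax8 driven TPO promoter activity; plate controls were median of neutral control wells for no effect and mitoxantrone controls for full effect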
PglD DTNB: PglD (C. jejuni) enzyme inhibition. purified PglD enzyme, DTNB colorimetric CoA detection. inhibition, % at 12.5 µM. 360,000 tested, 0.098% active. AID 602405; in the data active = inhibition above about 16%, passing the limit was not always enough; also: strong numbers were not always called active
EWS-Fli block: blocks EWS/Fli oncoprotein-driven transcription; A673 NR0B1-luciferase reporter, viability-normalised; inhibition, % at 12.6 µM; 350,000 tested, 0.67% active; AID 651661;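 active = mean inhibition of at least 50% after viability correction, with every replicate also passing that limit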;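 also: firefly luciferase signal divided by Alamar Blue viability fluorescence both relative to DMSO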
* hit, by the source's call; / = not tested or not shown; & = joins results of further samples.

Labels used below – A = S100A4 MyoIIA; B = PGC1a acetyl inh; C = ERAP1 HTS inh; D = LGR2 antag; E = FN deposit inh; F = PAX8 inh HTS; G = PglD DTNB; H = EWS-Fli block
1	O=C(c1ccco1)N1CCN(C2CC(=O)N(c3ccc4c(c3)OCO4)C2=O)CC1 (stereo unspecified)
  A = /; B = 31; C = /; D = /; E = -2; F = -10; G = 1; H = /
2	C[C@@H]1CCCCO[C@H](CN(C)C(=O)Cc2ccccc2)[C@@H](C)CN([C@H](C)CO)C(=O)c2cc(NC(=O)c3ccncc3)ccc2O1
  A = 6; B = 1; C = -1; D = 21; E = /; F = -16; G = 1; H = -3
3	Cc1ccc(C)c(S(=O)(=O)N2CCCCC2CCNC(=O)C(=O)NC2CC2)c1 (stereo unspecified)
  A = -2; B = /; C = 0; D = -6; E = -1; F = 5; G = /; H = -5
4	CC1Oc2ccc(C#N)cc2N(Cc2ccccc2OC(F)(F)F)C1=O (stereo unspecified)
  A = 0; B = 2; C = 1; D = 2; E = 3; F = 19; G = 7; H = -4
5	O=C(CCC(NC(=O)OCc1ccccc1)C(=O)OCc1ccccc1)NCC(=O)OCc1ccccc1 (stereo unspecified)
  A = /; B = 10; C = /; D = -11; E = -3; F = -9; G = -7; H = /
6	C=CCNC(=S)N/N=C/c1ccccc1OCCOc1ccccc1
  A = -1; B = /; C = -3; D = 12; E = -7; F = -2; G = -4; H = 5
7	O=C1NC(c2ccccc2)(C(F)(F)F)SC2=CCCCCN12 (stereo unspecified)
  A = /; B = -3; C = /; D = /; E = 0; F = -12; G = 0; H = /
8	Cc1ccc(OCCN2C(=O)c3ccccc3C2=O)cc1
  A = /; B = 4; C = /; D = -34; E = 0; F = /; G = 0; H = /
9	CN(CC1COc2ccccc2O1)C(=O)CSc1nncs1 (stereo unspecified)
  A = -6; B = 6; C = 2; D = -7; E = -1; F = /; G = /; H = -8
10	O=C(Nc1ccccc1Cl)NC1(C(=O)NCCCN2CCOCC2)CCCCC1
  A = /; B = 0; C = /; D = /; E = -4; F = 16; G = 5; H = /
11	O=c1cc(N2CCN(Cc3ccccc3)CC2)c(-c2ccccc2)n[nH]1
  A = /; B = -2; C = /; D = /; E = -1; F = 18; G = 1; H = /
12	O=C(O)C1CCN(C(=O)c2ccccc2N2C(=O)[C@@H]3Cc4c([nH]c5ccccc45)C(c4cccc(Cl)c4)N3C2=O)CC1 (stereo partly specified)
  A = -3; B = 14; C = 4; D = -21; E = /; F = /; G = 6; H = 2
13	Cc1ccc(NC(=O)CN(C)C(=O)c2ccc3[nH]c4c(c3c2)CC(C)CC4)cc1 (stereo unspecified)
  A = 1; B = -8; C = -2; D = 15; E = 10; F = -3; G = -6; H = -7
14	O=C(CCc1nc2ccccc2c(=O)[nH]1)OCc1cccc(C(F)(F)F)c1
  A = /; B = -8; C = /; D = 27; E = -1; F = 7; G = -5; H = /
15	CCCNC(=O)Nc1ccc2c(c1)N(C)C(=O)c1ccccc1S2
  A = -1; B = 7; C = 2; D = -6; E = 4; F = 13; G = -7; H = /

3 structures already listed, ordered by SMILES length, ascending.
Labels used below – A = S100A4 MyoIIA; B = PGC1a acetyl inh; C = ERAP1 HTS inh; D = LGR2 antag; E = FN deposit inh; F = PAX8 inh HTS; G = PglD DTNB; H = EWS-Fli block
11	O=c1cc(N2CCN(Cc3ccccc3)CC2)c(-c2ccccc2)n[nH]1
  A = /; B = -2; C = /; D = /; E = -1; F = 18; G = 1; H = /
14	O=C(CCc1nc2ccccc2c(=O)[nH]1)OCc1cccc(C(F)(F)F)c1
  A = /; B = -8; C = /; D = 27; E = -1; F = 7; G = -5; H = /
1	O=C(c1ccco1)N1CCN(C2CC(=O)N(c3ccc4c(c3)OCO4)C2=O)CC1 (stereo unspecified)
  A = /; B = 31; C = /; D = /; E = -2; F = -10; G = 1; H = /

Next entries follow.
Labels used below – A = S100A4 MyoIIA; B = PGC1a acetyl inh; C = ERAP1 HTS inh; D = LGR2 antag; E = FN deposit inh; F = PAX8 inh HTS; G = PglD DTNB; H = EWS-Fli block
16	Cc1ccc(S(=O)(=O)N[C@@H]2C=C[C@@H](CC(=O)N3CCC(Cc4ccccc4)CC3)O[C@@H]2CO)cc1
  A = 11; B = 0; C = 0; D = -3; E = /; F = 90*; G = 3; H = 18
17	COc1ccc(S(=O)(=O)Nc2ccc3c(c2)C(=O)N([C@H](C)CO)C[C@H](C)[C@@H](CN(C)Cc2ccc(C(F)(F)F)cc2)O3)cc1
  A = -10; B = 6; C = 0; D = 8; E = /; F = /; G = 2; H = -7
18	O=C(C1=COCCO1)N1CCN(c2nc3ccc([N+](=O)[O-])cc3s2)CC1
  A = 3; B = /; C = -1; D = -6; E = -1; F = -7; G = -5; H = 1
19	Cc1cccc(C)c1NC(=O)CSc1nnc(Cc2ccccc2)o1
  A = /; B = -16; C = /; D = /; E = 6; F = 14; G = 7; H = /
20	Clc1ncccc1-c1nc2ccccc2s1
  A = 4; B = /; C = 6; D = -51; E = -4; F = 38; G = /; H = -87
21	CC(=O)c1ccc(N(C(=O)CNC(=O)c2ccco2)C(C(=O)NCC2CCCO2)c2ccccc2)cc1 (stereo unspecified)
  A = -3; B = 15; C = 1; D = 10; E = -22; F = -6; G = -11; H = 7
22	O=C(CC(=O)NC1CCCCC1)N/N=C/c1ccccc1[N+](=O)[O-]
  A = -1; B = -27; C = 2; D = -24; E = -4; F = -47; G = 2; H = -53
23	CCn1cc(C(=O)N[C@@H](CCSC)C(=O)NC(C)(C)CO)c(=O)c2cc3c(cc21)OCO3
  A = -1; B = 0; C = -1; D = 11; E = -10; F = 1; G = -4; H = 1
24	CCOc1ccc(NC(=O)CSc2nc(N3CCOCC3)nc(N3CCOCC3)n2)cc1
  A = 0; B = 5; C = 1; D = -1; E = -12; F = 7; G = -2; H = 3
25	CCOC(=O)c1sc2nc(NC(=O)C(C)(C)C)sc2c1C
  A = -1; B = -13; C = 4; D = -38; E = -9; F = -142; G = 7; H = -139
26	COc1ccccc1C#Cc1ccc2c(c1)[C@H]1[C@H](CCN1S(=O)(=O)c1ccc(C)cc1)[C@@H](CO)N2
  A = -3; B = -2; C = -2; D = 12; E = -8; F = 20; G = /; H = /
27	O=C(NCC(F)(F)F)[C@H]1[C@H](CO)[C@H]2Cn3c(cccc3=O)[C@H]2N1C(=O)C1CC1
  A = 10; B = /; C = 0; D = 11; E = /; F = /; G = 1; H = 10
28	CC(C)(CO)NC(=O)C(Cc1ccccc1)N1C(=O)c2ccccc2C1=O (stereo unspecified)
  A = 1; B = 4; C = 0; D = 11; E = -10; F = -5; G = 6; H = -1
29	C[C@H](CO)N1C[C@H](C)[C@H](CN(C)Cc2ccncc2)OCCCC[C@H](C)Oc2ccc(NC(=O)CCCN(C)C)cc2C1=O
  A = -6; B = 4; C = 11; D = -20; E = /; F = -6; G = 2; H = 1
30	Cc1ccc(S(=O)(=O)N2CCOCC2)cc1C(=O)OCC(=O)NC1CC1
  A = 0; B = -5; C = 2; D = 6; E = 4; F = 2; G = 3; H = 8
31	COc1cccc(NC(=O)N[C@@H]2CC[C@@H](CC(=O)N3CCCCC3)O[C@@H]2CO)c1
  A = -3; B = 5; C = 2; D = -9; E = /; F = -14; G = -3; H = 2
32	CC(C)CC(=O)[C@@H](O)Cc1ccc(O)cc1
  A = 0; B = /; C = /; D = 1; E = -4; F = 16; G = /; H = 6
33	CN(C)C(=O)c1cccc(-c2ccc(C3[C@@H]4CN(S(=O)(=O)c5cccc(Cl)c5)C[C@H]3N4)cc2)c1 (stereo partly specified)
  A = /; B = -11; C = /; D = 1; E = -4; F = -2; G = /; H = -4
34	N/C(=N\OC(=O)COc1ccc(Br)cc1Cl)c1cccnc1
  A = -7; B = /; C = -6; D = -75; E = 0; F = -189; G = /; H = 24
35	CCCCn1nnnc1C(c1cc2ccccc2o1)N(CCN(C)C)Cc1ccccc1 (stereo unspecified)
  A = -2; B = /; C = 1; D = 3; E = 13; F = 19; G = /; H = 17
36	CCN(c1ccccc1)c1cc(C)nc2ncnn12
  A = 0; B = /; C = -4; D = -7; E = 4; F = -9; G = 1; H = -2
37	Cc1cc(N2CCCC2)nc2ccc(NC(=S)NCCCOC(C)C)cc12
  A = -2; B = 1; C = -5; D = 14; E = -12; F = -10; G = /; H = 8
38	Cc1ccc2c(c1)N(C(=O)CCC(=O)NCc1cccc(Br)c1)CC(C)O2 (stereo unspecified)
  A = -8; B = -11; C = 7; D = -11; E = -7; F = 5; G = -9; H = 10
39	Cc1cc(S(=O)(=O)N2CCOCC2)ccc1NC(=O)c1ccc(F)cc1
  A = 0; B = /; C = 0; D = 14; E = 4; F = -8; G = -2; H = 17
40	Cc1cnc(C(=O)OCc2ccc(COC(=O)c3cnc(C)cn3)cc2)cn1
  A = -1; B = /; C = 1; D = 5; E = /; F = 0; G = -3; H = 10
41	Cc1cccc([C@@H]2[C@@H]3C(=O)N(Cc4ccccc4)C(=O)[C@@H]3[C@]3(C)C(=O)N(c4cccc(F)c4)C(=O)N23)c1
  A = 3; B = 7; C = 1; D = -1; E = -6; F = 5; G = -4; H = -9
42	C[C@H](CO)N1C[C@H](C)[C@@H](CN(C)S(C)(=O)=O)Oc2c(NC(=O)c3cnccn3)cccc2C1=O
  A = 6; B = -7; C = /; D = -12; E = /; F = /; G = -4; H = -6
43	CCOC(=O)CSc1nnc(-c2c[nH]c3ccccc23)n1CC
  A = 11; B = -4; C = 4; D = -10; E = 3; F = -3; G = 3; H = 10
44	O=C(Nc1ccc(F)cc1)N1CCCCN2[C@@H](CO)[C@@H](c3ccc(C#Cc4ccccc4)cc3)[C@@H]2C1
  A = 23; B = -50; C = 0; D = -6; E = 12; F = 77*; G = 6; H = 63*
45	CCc1ccc(N(CC(=O)Nc2ccc(NC(C)=O)cc2)S(=O)(=O)c2ccccc2)cc1
  A = -4; B = /; C = -10; D = 26; E = 3; F = 15; G = /; H = 6
46	O=C(COc1ncnc2cc([N+](=O)[O-])ccc12)NC1CCCCC1
  A = -1; B = 12; C = /; D = 7; E = 6; F = 18; G = 6; H = 3
47	O=C(O)c1ccc(Cl)c(NC(=S)NC(=O)c2ccccc2[N+](=O)[O-])c1
  A = 0; B = /; C = -1; D = 8; E = /; F = -2; G = /; H = 2
48	Cc1ccc(S(=O)(=O)N2C[C@H]3n4c(=O)ccc(=O)n4C[C@H](OC(=O)NC4CC4)[C@@]3(O)C2)cc1
  A = -5; B = -4; C = -1; D = -2; E = 6; F = -7; G = 4; H = 2
49	Cc1ccc(C2(C)NC(=O)N(CC(=O)N(C)CC(=O)Nc3cccc(F)c3)C2=O)cc1 (stereo unspecified)
  A = -4; B = -3; C = 1; D = 2; E = 6; F = 10; G = -3; H = -3
50	CN1Cc2c(N)cccc2C(c2ccccc2)C1 (stereo unspecified)
  A = 1; B = 3&9; C = 0; D = -3; E = -2; F = -33; G = 4&-2; H = -4
51	O=C(C[C@H]1CC[C@H]2[C@@H](COC[C@@H](O)CN2C(=O)c2cc(Cl)cc(Cl)c2)O1)N1CCc2ccccc2C1
  A = /; B = -63; C = /; D = 2; E = 8; F = 20; G = 1; H = -8
52	C=C(c1ccccc1C)[n+]1ccccc1
  A = -1; B = 0; C = 1; D = -2; E = -2; F = 10; G = 1; H = 17

As entered above:
LGR2 antag, cpd 49 = 2
PAX8 inh HTS, cpd 47 = -2
EWS-Fli block, cpd 52 = 17
PGC1a acetyl inh, cpd 48 = -4

Screening results: PubChem BioAssay, Broad Institute
